# Source: PubChem BioAssay
# GalR3 antagonist: human GalR3 antagonism; HEK293 GalR3-CNG cAMP membrane potential fluorescence; galR3 body fused to GalR1 C-terminus; inhibition, % at 3 µM; 0.44% of 360,000 active;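 active means inhibition above the screen-wide average plus 3 SD, cut at about 13% in these data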;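 further: forskolin and galanin both at EC90 stimulate the cells; cAMP rise reported by CNG channel membrane potential dye signal; 0% = forskolin plus galanin with DMSO and 100% = forskolin alone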
# Target sequence (O60755 1-299 limits assumed): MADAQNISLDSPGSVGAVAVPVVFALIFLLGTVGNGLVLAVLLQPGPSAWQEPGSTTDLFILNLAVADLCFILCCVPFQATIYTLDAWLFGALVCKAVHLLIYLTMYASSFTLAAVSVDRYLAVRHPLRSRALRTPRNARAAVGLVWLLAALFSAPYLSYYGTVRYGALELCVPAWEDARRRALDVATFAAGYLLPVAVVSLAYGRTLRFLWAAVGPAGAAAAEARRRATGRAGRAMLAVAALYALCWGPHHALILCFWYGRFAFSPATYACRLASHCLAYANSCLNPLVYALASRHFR
# IDE cell inh: inhibits human insulin-degrading enzyme in HEK cells | P14735 | FAbetaB cleavage, fluorescence polarization | inhibition, % at 5.59 µM | 0.41% of 320,000 active | AID 434962;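 active means percent inhibition above the average of all tested compounds plus 3 SD, set per screening campaign, cut at about 16% in these data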;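 further: IDE supplied by intact live HEK cells; FP after avidin binding of uncleaved biotin substrate so inhibition keeps polarization high; 0% = DMSO wells and 100% = 60 µM reference IDE inhibitor Ii1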
# p-CIP stab down: compounds decreasing mouse p/CIP protein stability; 0.01% of 290,000 active; F442A p/CIP-EGFP cells, EGFP fluorescence, 16 h; decrease of EGFP signal, % at 10 µM; AID 1984; Q05BA5;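 active means EGFP signal decrease of at least 30% at 10 µM or well 3 SD below plate mean, unless failing retest; inactive means the rest, including hits failing retest or dose response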; further: some compounds called inactive have numbers as strong as hits; many of its hits are not listed in these tables
# IMP-1 inh: blocks Pseudomonas aeruginosa IMP-1 metallo-beta-lactamase; AID 1556; purified IMP-1, nitrocefin hydrolysis, epi-absorbance fluorescence; 0.45% of 290,000 active; inhibition, % at 5.6 µM;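 active means inhibition above the mean plus 3 SD of all compounds in the same screening run, cut at about 4.5% in these data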;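 further: 0% = IMP-1 with DMSO and 100% = DMSO wells lacking enzyme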
#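 system = purified recombinant IMP-1 beta-lactamase | amount = 0.2 nM IMP-1, as dispensed | medium = HEPES buffer pH 7.1 with ZnSO4 and Brij 35 | times = 25 °C, 15 min preincubation, 25 min reaction | detection = plate fluorescence quenching by hydrolysis product, ex 480/em 530 nm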
# IDE act: IDE (human) activation, cell-based. P14735. HEK cells, FAbeta-B cleavage, fluorescence polarization; 0% vehicle, 100% cell-free pure enzyme wells. activation, % at 5.96 µM. 0.073% of 340,000 active;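 active means activation above the mean of all tested compounds plus 3 SD, set per screening campaign, cut at about 17% in these data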
# CRFR2-BP antag: antagonists of CRF-binding protein/CRF-R2 receptor complex. inhibition, % at 11.8 µM. HEK293 CRF-R2/CRF-BP, CRF-induced calcium fluorescence. 0.59% of 350,000 active;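 active means inhibition of the ligand-induced calcium signal above about 50% at the single tested concentration, limit read from the data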
# UBC9 SUMO inh: blocks human SUMOylation mediated by UBC9 | HTRF SUMOylation assay, SAE1/SAE2 + UBC9, in vitro | inhibition, % at 35 µM | 0.36% of 290,000 active | AID 2006; in the data active means inhibition above about 50%, passing the limit was not always enough; further: strong numbers were not always called active
# Target sequence (P63279 whole entry, looked up): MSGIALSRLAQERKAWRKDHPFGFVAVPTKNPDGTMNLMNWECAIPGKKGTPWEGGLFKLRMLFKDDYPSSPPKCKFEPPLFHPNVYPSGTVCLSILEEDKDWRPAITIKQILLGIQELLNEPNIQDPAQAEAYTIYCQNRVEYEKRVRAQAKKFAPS
# VIM-2 inh: blocks Pseudomonas aeruginosa VIM-2 metallo-beta-lactamase | purified VIM-2, nitrocefin hydrolysis, epi-absorbance fluorescence | inhibition, % at 5.6 µM | 0.89% of 290,000 active;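 active means inhibition above the mean of all tested compounds plus 3 SD, cutoff set per screening run, cut at about 7.5% in these data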;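 further: red hydrolysis product quenches plate fluorescence so inhibitors raise well fluorescence; 0% = enzyme with DMSO and 100% = DMSO without enzyme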
# HCV NS3 hel inh: inhibitors of Hepatitis C virus NS3 helicase; 0.56% of 290,000 active; inhibition, % at 10.9 µM; NS3 helicase DNA unwinding, Cy5 molecular beacon fluorescence; AID 1800;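 active means inhibition above the mean of all tested compounds plus 3 SD, set per campaign, cut at about 35% in these data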;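 further: 0% = DMSO wells and 100% = thioflavine S control wells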
#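 Control set: DMSO versus 110 µM thioflavine S; Material: NS3 helicase fragment of HCV; Measured by: Cy5 fluorescence at 0 and 60 min, beacon hairpin quenching; Read-out basis: percent inhibition from t60/t0 fluorescence ratio; Times: reaction time 60 min, 25 °C; Repeats: single replicate; Compound dosing: single dose, 10.9 µM nominal final, DMSO 0.8% final.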
# Numbers without * were called inactive; . = no result given. An unsorted share of the library, and some 3.2% of all compounds hit somewhere here.
GalR3 antagonist	IDE cell inh	p-CIP stab down	IMP-1 inh	IDE act	CRFR2-BP antag	UBC9 SUMO inh	VIM-2 inh	HCV NS3 hel inh	Molecule
2	2	14	-0.5	2	6	-6	-2.9	-7	Cc1cc(OC(=O)c2cccs2)ccc1C(C)C
.	.	-22	-2.6	.	.	24	1.3	0	CCOC(=O)c1c(NC(=O)c2ccc(N3CCOCC3)c([N+](=O)[O-])c2)sc(C)c1C
-7	5	-4	-2.0	3	27	-7	-1.9	-8	O=C(NCC(c1cccs1)N1CCOCC1)c1cccc([N+](=O)[O-])c1 (stereo not given)
.	2	-6	-3.0	-4	-7	0	-0.5	-16	COc1ccccc1N1CCN(C(=O)c2cc3c(s2)-c2ccccc2OC3)CC1
-9	0	.	.	2	-6	.	.	.	CC(C)N(Cc1nnc(-c2ccccc2Br)o1)C(=O)c1cc(Cl)nc2ccccc12
0	-3	-6	-3.3	-3	-19	13	-1.5	-7	CCCCOC(=O)c1[nH]c(C)c(C(=O)OC)c1C
-7	4	5	-3.5	6	-10	-3	-2.0	18	CCOC(=O)N1CCN(C(=O)CS(=O)Cc2nc(-c3ccc(OC)c(OC)c3)oc2C)CC1 (stereo not given)
6	9	.	.	3	-2	.	.	.	C[C@H](CO)N1C[C@H](C)[C@@H](CN(C)S(=O)(=O)c2ccc(Cl)cc2)Oc2ccc(NS(=O)(=O)c3ccccc3)cc2CC1=O
3	-4	-2	-2.6	8	8	-3	-2.6	5	CCOc1ccc(S(=O)(=O)NCC2CCCO2)c2cccnc12 (stereo not given)
-3	5	1	-2.6	1	44	8	-2.2	19	NCc1oc(-c2ccccc2)cc1C(=O)O
-2	4	-11	-0.1	.	-1	11	-0.5	-2	N#CCC(=O)N/N=C/c1cc(-c2ccccc2)n(-c2ccc(Cl)cc2)c1-c1ccccc1
-7	1	-9	-3.3	-1	-11	10	-2.2	-9	Cn1c(CCN2CCCCC2)nc2cc(NS(=O)(=O)c3ccc(F)cc3)ccc21
.	-2	24	-0.4	3	-15	-10	-4.0	2	CC(C)=CC(=O)Nc1ccccc1Br
-4	-1	11	-1.9	1	-64	-20	-0.9	1	O=C(Nc1nc(-c2ccc(Cl)cc2)cs1)NC1CCCCC1
-8	-4	-10	-0.2	1	8	-19	-1.0	-17	S=C(NCCc1ccccc1)NCc1cccs1
-6	5	-11	-7.0	-7	-3	7	-1.5	-1	COc1ccc2c(c1)c1c(n2C(C)=O)C(OC(C)=O)=NCC1
-4	-1	.	.	-7	-32	.	.	.	COc1ccccc1NS(=O)(=O)c1cc(NC(=O)COc2ccccc2F)ccc1N1CCOCC1
-4	0	4	-0.8	2	3	20	-0.9	4	Nc1ccc(C(=O)Oc2ccc([N+](=O)[O-])cc2)cc1
-6	4	1	0.2	3	-12	-9	0.8	-3	C=C(C)Cn1c(SCC(=O)N/N=C/c2cccc(O)c2)nc2ccccc2c1=O
3	1	0	0.2	0	-3	-2	1.4	-2	Cc1nnc(SCC(=O)Nc2ncc3c(n2)CCCC3=O)s1
-5	4	4	-2.4	-3	-2	5	-1.0	-8	CC(=O)c1cccc(NC(=O)c2csc3c2CCCCC3)c1
0	-7	-7	-0.1	3	-5	19	0.6	-5	COc1ccccc1/C=C/C(=O)NCC(=O)n1nc(C)cc1C
-5	1	-3	-1.0	-2	1	-9	0.0	-2	COCCNC(=O)CCCN1C(=O)c2ccccc2Sc2ncccc21
-1	-2	1	-4.8	-2	-101	5	-3.4	-6	C=C(C)C1CC=C(C)/C(=N\NC(=O)CCc2ccccc2)C1 (stereo not given)
-5	-1	-4	-1.6	4	3	-1	-1.8	-12	COc1ccc(Nc2cc(C)nc3ccccc23)cc1
-1	-1	-11	-2.3	6	5	14	0.6	7	COc1ccc(CN2CCN(Cc3ccon3)CC2CCO)c(C)c1C (stereo not given)
-3	2	-4	-1.6	-1	-3	5	-1.7	-2	C=CCn1c(SCC(=O)Nc2nnc(CC)s2)nnc1-c1ccco1
.	0	-7	-0.1	3	8	.	-0.2	-5	Cc1ccc(NC(=O)c2cccc3c2C(=O)N(C2CCCCC2)C3)c(C)c1
-9	-2	-1	0.3	7	4	-8	-0.5	-23	CCOc1cc(CN2CCN(c3ccc(C(C)=O)cc3)CC2)ccc1OC
-3	-1	4	-2.6	2	-1	0	-0.9	4	CCOc1ccc(OCC)c(S(=O)(=O)N2CCC(C)CC2)c1

# As a short view, part of the list above:
GalR3 antagonist	IDE cell inh	p-CIP stab down	IMP-1 inh	IDE act	CRFR2-BP antag	UBC9 SUMO inh	VIM-2 inh	HCV NS3 hel inh	Molecule
2	2	14	-0.5	2	6	-6	-2.9	-7	Cc1cc(OC(=O)c2cccs2)ccc1C(C)C
.	.	-22	-2.6	.	.	24	1.3	0	CCOC(=O)c1c(NC(=O)c2ccc(N3CCOCC3)c([N+](=O)[O-])c2)sc(C)c1C

# (more compounds)
GalR3 antagonist	IDE cell inh	p-CIP stab down	IMP-1 inh	IDE act	CRFR2-BP antag	UBC9 SUMO inh	VIM-2 inh	HCV NS3 hel inh	Molecule
-10	-7	-4	-2.3	0	-5	4	0.4	-5	Cc1cccc(NC(=O)CCNS(=O)(=O)c2cccc3nsnc23)c1C
-4	.	23	-1.9	-5	59*	7	0.7	31	C=CCN1C(=O)/C(=C/c2ccc(OC(C)=O)c(OCC)c2[N+](=O)[O-])SC1=S
0	-2	7	-2.0	0	-1	11	-0.2	3	CC1CCCC(C)N1/N=C/c1ccccc1OC(F)F (stereo not given)
-1	4	4	-2.2	-1	35	-1	-1.9	9	CCOc1cc(/C=N/O)cc(Cl)c1OC
-7	0	-1	-2.9	0	6	2	-3.5	-2	CCOC(=O)Nc1ccc2c(c1)N(C(=O)N(CC)CC)c1ccccc1CC2
-6	0	.	.	2	-4	.	.	.	FC(F)(F)c1ccccc1C1=CC(c2ccccc2)n2ncnc2N1 (stereo not given)
-6	-3	-3	-2.4	5	-20	6	9.2*	-76	COc1ccc2oc(C(=O)c3ccccc3)c(NC(=O)CN3CCN(C)CC3)c2c1
-12	-2	-10	-1.4	3	6	5	-0.2	-24	CCc1cccc2c(C(=O)C(NCCOC)c3ccccc3)c[nH]c12 (stereo not given)
1	5	.	.	6	-2	.	.	.	CN(C(=O)CSc1nnnn1-c1ccc(O)cc1)C1CCCCC1
-7	-1	13	3.9	2	34	-17	-0.2	-5	CCOc1ccccc1OCC(=O)Nc1ccc(S(=O)(=O)N(C)C)cc1
1	7	6	0.5	3	-2	-30	3.0	7	O=C(Nc1ccccc1)O/N=C/c1ccncc1
-6	-2	-12	-2.6	2	-27	6	-4.1	1	O=C(NC(=S)Nc1nc(-c2ccccc2)cs1)c1cncc(Br)c1
-3	4	-6	-2.9	4	-1	6	-2.8	12	O=C(CNC(=O)c1ccc(Br)o1)NCc1ccc(Cl)cc1
0	1	.	.	3	4	.	.	.	COC(C[C@@H](O)C[C@@H](O)[C@H](C)OCc1ccccc1)OC
2	4	1	-3.1	-1	13	9	-3.4	1	Cc1ccccc1Nc1nnc(SCC(=O)N(C)C2CCS(=O)(=O)C2)s1 (stereo not given)
-3	3	0	-2.7	4	-14	10	-1.1	7	COC(=O)CSc1nc(N2CCOCC2)c2c(c1C#N)CCCC2
-9	1	-16	-1.7	2	-5	42	1.5	-18	COc1ccc(Nc2nc3ccccc3n3cnnc23)cc1Cl
-2	1	.	.	7	5	.	.	.	O=C(Cn1cnc2cc([N+](=O)[O-])ccc2c1=O)N1CCN(S(=O)(=O)c2ccccc2)CC1
.	0	11	-2.6	4	34	-13	-1.0	5	CN1C(=O)C(C)(C)c2cc(S(=O)(=O)N3CCCCCC3)ccc21
.	-8	-6	-0.9	.	.	-67	-0.9	3	CCOC(=O)c1ccccc1NC(=O)Cc1sc(-c2cccnc2)nc1-c1ccc(C)cc1
-1	13	.	.	0	4	.	.	.	CCN(CC)C(=O)COc1ccc(/C=N/NC(=O)c2cc(-c3ccccc3OC)nc3ccccc23)cc1OC
-5	10	-7	-0.5	3	-11	10	-2.4	-4	CCNc1nc(NCC)nc(N(C)n2cnnc2)n1
-6	-12	-2	-2.3	0	3	6	-2.5	1	COc1ccc(/C(C)=N/NC(=O)CNC(=O)c2ccco2)c(OC)c1
-10	-3	-11	-2.4	4	-4	-11	-0.1	-9	COCCN(C(=O)Nc1ccc(OC)cc1)c1nc2ccccc2s1
.	1	-19	-2.2	-4	-2	-3	5.6	0	COc1ccc(/C=C/c2ccc3ccccc3[n+]2C)cc1OC
-6	2	3	-2.8	-2	-4	-1	12*	2	CCCN(CCC)C(=O)c1cc2c(=O)n3cccc(C)c3nc2s1
-5	6	-17	-3.2	.	-13	2	-2.0	-4	Cc1ccc(Oc2ccc(C(F)(F)F)cc2[N+](=O)[O-])c([N+](=O)[O-])n1
17*	-5	4	-3.1	3	-18	7	-0.6	-9	COCCOC(=O)c1c(NC(=O)CN2c3ccccc3CC2C)sc(C(N)=O)c1C (stereo not given)
-3	3	-4	-3.4	2	23	19	-1.7	-6	COC(=O)c1cc(OC)c(OC)cc1NC(=O)c1ccc(OC)cc1
-9	6	.	.	0	-3	.	.	.	C[C@H]1CN([C@@H](C)CO)C(=O)Cc2cc(NC(=O)CCC(F)(F)F)ccc2O[C@H]1CN(C)S(C)(=O)=O
-7	4	-10	-2.6	4	-2	-7	-3.8	2	Cn1cccc1/C=N/NC(=O)c1ccc(OC(F)(F)C(F)F)cc1
2	4	-5	-1.4	-4	18	4	-4.3	-5	Cc1ccc2oc(=O)cc(/C=C/c3ccccc3)c2c1
-1	2	-1	-2.8	-1	-29	-10	-3.8	-6	NNC(=O)C(Cc1ccccc1)NC(=O)OCc1ccccc1 (stereo not given)
-6	3	2	-2.0	-1	4	0	-0.6	14	O=c1c(C=NCCCn2ccnc2)c(-c2ccccc2)[nH]n1-c1nc2ccccc2s1
-2	-3	.	.	1	-7	.	.	.	CCOC(=O)C1=C(COC(=O)/C=C/c2ccccc2)NC(=O)NC1C (stereo not given)
-7	-2	-1	-4.7	0	-10	3	-0.5	-4	Fc1cccc(Nc2cc(-n3cccn3)ncn2)c1
-5	2	1	-3.3	5	-6	-3	-4.5	8	CC(=O)NC1=NN(C(C)=O)C(C)(c2ccc(C)cc2)S1 (stereo not given)
-2	-4	0	-3.2	1	-18	6	-2.4	-4	CC(C)(CO)NCc1cc(Br)ccc1OCc1ccccc1
-7	-1	3	-1.9	2	11	-21	-1.3	5	CCOC(=O)c1[nH]c2ccc(OC)cc2c1NC(=O)c1ccccc1C(=O)O
-1	-1	-18	1.4	-2	5	0	-3.6	-10	CC(=O)NC(Cc1ccccc1)C(=O)NC1CCN(C(=O)c2cnccn2)CC1 (stereo not given)
-3	-3	-9	-5.1	7	-27	16	-0.4	6	Cn1c2ccccc2c(=O)c2c(=O)n(-c3ccccc3)c(-c3ccc(C(C)(C)C)cc3)nc21
-7	0	3	-1.6	-1	-6	21	-2.0	-10	Clc1ccc(-c2nc(-c3ccccn3)no2)cc1Cl
-6	-7	-7	-3.9	1	-10	0	-2.6	-3	Cc1cc(C)c(S(=O)(=O)NCC(=O)O)cc1C
